MLL CXXC-DNA inh = inhibitors of human MLL CXXC domain-DNA interaction | Q03164 | MLL-CXXC / FITC-HOXA9 DNA fluorescence polarization | Potency, µM (doses to about 115 µM), for inactives: at the top dose activity change, negative = inhibition, hits mostly inhibitors | AID 2662 | 290,000 tested, 0.037% active; active = well fitted inhibition curve with a large enough effect in the polarisation, with a control signal flat, not every such curve was filed as active; inconclusive = small, poorly fitted or top-dose-only effect, or effect the other way, or a change in a side signal; inactive = no such curve, though single readings can be large or run the other way; the % refers to the polarisation; note: potency is the fitted concentration of half-maximal effect
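Steps: dispense CXXC domain solution (7 uM) → pin compounds or unlabeled HOX-A9 DNA control → 5 min ambient → add FLSN-HOX-A9 solution (50 nM) → spin → 30 min ambient → fluorescence polarization. Tris pH 7.5/NaCl/DTT/BSA buffer.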
PKM2 activator = activators of human pyruvate kinase M2; P14618; purified PKM2, Kinase-Glo ATP luminescence, activation; response scale: 0% is enzyme alone, no compound; Potency, µM (top dose mostly 57.5 µM), without a hit: top-dose activation, hits mostly activators; 260,000 tested, 0.34% active; note: potency is the fitted concentration of half-maximal effect; % is set by controls: 0 for no effect and ±100 for the full control effect; nearly all actives have a fitted effect of over 55% in size
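Purified hPK-M2 (>95%) run at intermediate activity with 0.1 mM ADP and 0.5 mM PEP in 50 mM imidazole pH 7.2, KCl, MgCl2; 1 h room temperature. ATP formed read by Kinase-Glo luminescence; normalized to uninhibited and no-enzyme controls.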
USP2a inh = blocks human ubiquitin-specific protease USP2a. O75604. USP2 core, Ub-CHOP2 coupled fluorogenic reporter, 485/531. Potency, µM (doses to about 38.3 µM), for inactives: top-dose activity change, negative = inhibition, actives largely listed as inhibitors. 330,000 tested, 0.01% active. AID 463254;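 note: potency is the fitted concentration of half-maximal effect; plate controls were DMSO wells for no effect and full inhibition by NEM control for full effect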
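Deubiquitinase activity read as fluorescence (485/531 nm) after Ub-CHOP2 cleavage activates the enterokinase reporter on its substrate; USP2 core 10nM, Ub-CHOP2 and substrate 25nM each, 30min compound preincubation then 60min RT; data normalized to NEM, curves fitted.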
B2AR arrestin = agonists driving beta-arrestin recruitment to human beta2-adrenergic receptor. P07550. beta-arrestin recruitment to beta2AR, cell-based reporter. Potency, µM (doses to about 46.1 µM), inactives show at the top dose activation, hits mostly activators. 330,000 tested, 0.02% active;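 note: potency is the fitted concentration of half-maximal effect; 0% = DMSO controls and full agonism = EC100 isoproterenol or metaproterenol; nearly all actives have a fitted effect of over 65% in size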
Target sequence (P07550 whole entry, looked up): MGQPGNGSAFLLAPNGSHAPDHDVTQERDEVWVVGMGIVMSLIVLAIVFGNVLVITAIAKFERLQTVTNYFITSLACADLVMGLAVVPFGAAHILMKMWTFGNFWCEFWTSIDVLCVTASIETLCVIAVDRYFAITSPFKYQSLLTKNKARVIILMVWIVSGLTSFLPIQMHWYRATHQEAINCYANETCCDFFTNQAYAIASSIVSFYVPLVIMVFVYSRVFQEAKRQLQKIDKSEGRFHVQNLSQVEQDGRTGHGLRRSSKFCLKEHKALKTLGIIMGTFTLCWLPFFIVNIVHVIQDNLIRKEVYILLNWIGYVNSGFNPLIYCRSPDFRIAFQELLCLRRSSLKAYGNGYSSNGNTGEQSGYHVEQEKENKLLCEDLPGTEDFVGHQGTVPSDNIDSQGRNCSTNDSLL
hERG WT inh = blocks the wildtype human KCNH2 potassium channel; Q12809; U2OS, BacMam KCNH2, thallium flux FluxOr; stronger effect = lower value; activity change, % at 1.84 µM; 340,000 tested, 0.37% active; AID 720551;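 active = maximum activity change below -70%; inconclusive = maximum activity change between -70% and -50%; inactive = maximum activity change above -50%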; note: % is set by controls: 0 for no effect and ±100 for the full control effect
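U2OS cells were transduced with wild-type KCNH2 virus (2.03 x 10^8 / mL) for 4 h at room temperature, then cultured overnight at 37 C. Thallium flux was read with FluxOr dye. Rate constants were normalized to DMSO controls.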
Giardia killer = kills Giardia lamblia | activity change, % at 7.66 µM, hits read low | 340,000 tested, 0.15% active | Giardia lamblia trophozoite viability; in the data active = activity change below about -80%; inconclusive = between about -30% and that limit;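 note: parasites exposed to compound for two days anaerobically before the ATP read; % is set by controls: 0 for no effect and ±100 for the full control effect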
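Anaerobic 48 hrs incubation at 37 deg C of 100 trophozoites/well with test compounds; ATPLite 1-Step luminescence, 15-30 min RT, reports cellular ATP as viability.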
GALK inhibitor = blocks human galactokinase activity | P51570 | Purified GALK, Kinase-Glo residual ATP luminescence | Potency, µM (doses to about 57.5 µM), inactives show at the top dose activity change, negative = inhibition, actives largely listed as inhibitors | 270,000 tested, 0.007% active | AID 1868; note: potency is the fitted concentration of half-maximal effect; % is set by controls: 0 for no effect and ±100 for the full control effect
Target sequence (P51570 whole entry, looked up): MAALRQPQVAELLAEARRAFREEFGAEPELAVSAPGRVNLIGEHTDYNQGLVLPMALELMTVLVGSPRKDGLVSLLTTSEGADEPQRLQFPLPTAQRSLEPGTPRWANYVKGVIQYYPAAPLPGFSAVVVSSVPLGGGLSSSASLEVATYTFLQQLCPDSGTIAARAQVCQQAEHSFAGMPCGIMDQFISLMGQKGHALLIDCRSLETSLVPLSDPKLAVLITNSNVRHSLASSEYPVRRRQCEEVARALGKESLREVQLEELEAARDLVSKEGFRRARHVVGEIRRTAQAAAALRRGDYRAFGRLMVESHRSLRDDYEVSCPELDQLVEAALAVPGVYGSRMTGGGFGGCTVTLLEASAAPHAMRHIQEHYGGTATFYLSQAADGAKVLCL
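Kinase-Glo Plus luminescence measured ATP left after a 1 h room-temperature reaction. The reaction used 5 nM GALK, 100 uM galactose and 35 uM ATP at pH 8.0 (20 mM HEPES, 5 mM MgCl2, 60 mM NaCl, 1 mM DTT, 0.01% BSA).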
KCNH2 3.1 block = inhibitors of human KCNH2 3.1 potassium channel isoform; U2OS KCNH2 3.1, thallium flux FluxOr; stronger effect = lower value; activity change, % (tested at about 1.8 µM); 340,000 tested, 0.95% active; AID 720553;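 active = maximum activity change below -70%; inconclusive = maximum activity change from -70% to -50%; inactive = maximum activity change above -50%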;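 note: thallium influx rate constant from kinetic fluorescence after stimulation buffer; % is set by controls: 0 for no effect and ±100 for the full control effect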
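Measured as rate of thallium-driven FluxOr signal in transduced U2OS cells carrying the 3.1 channel, read kinetically for 2 min upon stimulation; values are rate constants scaled to DMSO control wells.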
Menin-MLL TR inh = menin-MLL binding inhibition, Texas Red mutant peptide; Menin + Texas Red MLL mutant peptide, fluorescence polarization; Potency, µM (titrated, usually from 61.6 µM), for inactives: at the highest dose FP activity change, negative = inhibition, most hits filed as inhibitors; 270,000 tested, 0.23% active; AID 1768; active = well fitted inhibition curve with a large enough effect in the polarisation, with a control signal flat, not every such curve was filed as active; inconclusive = small, poorly fitted or top-dose-only effect, or effect the other way, or a change in a side signal; inactive = no such curve, though single readings can be large or run the other way; the % refers to the polarisation; note: potency is the fitted concentration of half-maximal effect; % of control where 0% means no effect; many of its hits are not listed in these tables
TRPV1 agonist = human TRPV1 agonism; 320,000 tested, 0.19% active; AID 540275; Q8NER1; activation, % at 8.33 µM; TRPV1-expressing cells, Fluo-8 calcium influx, agonist mode; in the data active = activation above about 80%; inconclusive = between about 30% and that limit; note: 0% is about no effect
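TRPV1-expressing cells were cultured overnight at 35.5C and loaded with Fluo-8 calcium dye for 40 to 90 min at room temperature. After a 10 s baseline, compound was added and calcium influx was read kinetically for 3 min (ex 480/em 520 nm).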
FBPA coupling cs = coupling enzyme interference in Giardia aldolase counter-screen | coupling enzyme system counterscreen, AmpLite Red fluorescence | activity change, negative = inhibition, % at 58.2 µM, hits read low | 290,000 tested, 0.67% active | AID 2472; in the data active = activity change below about -30%; note: % is set by controls: 0 for no effect and ±100 for the full control effect
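First, compound is pin-transferred into glyceraldehyde-3-phosphate coupling-enzyme reagent at 57.5 uM final and held 10 min at RT. Next, substrate, coupling system and AmpLite Red are added. After 20 min RT, fluorescence (525/598 nm) is read.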
* hit, by the source's call; [ ] = remark or other dose. Unless noted, calls come from the whole dose curve; as a rule, active = well fitted curve in the direction sought with a large enough effect; inconclusive = small, poorly fitted or top-dose-only effect, or another doubt; inactive = no such curve, though single readings can be large; an effect the other way counts as inactive or inconclusive.

For COc1ccc(N2CCN(CC(=O)Nc3nc(C)cs3)CC2)cc1 the results were MLL CXXC-DNA inh -2%, PKM2 activator 1%, USP2a inh 0%, B2AR arrestin -0.3%, hERG WT inh 2, Giardia killer 7, GALK inhibitor -4%, KCNH2 3.1 block -9, Menin-MLL TR inh -1%, TRPV1 agonist -5 and FBPA coupling cs -5.
CCN1CCc2c(OCc3ccc(C)cc3)cccc2C1=O was read as MLL CXXC-DNA inh 0%, PKM2 activator -1%, USP2a inh 0%, B2AR arrestin 0.2%, hERG WT inh -7, Giardia killer 2, GALK inhibitor 2%, KCNH2 3.1 block 22, Menin-MLL TR inh inconclusive, TRPV1 agonist inconclusive and FBPA coupling cs 1.
For O=C(Nc1ccc(N2CCCC2)c(Cl)c1)c1cccnc1 the results were MLL CXXC-DNA inh -4%, PKM2 activator -17%, USP2a inh 0%, B2AR arrestin -0.7%, hERG WT inh 1, Giardia killer 4, GALK inhibitor -4%, KCNH2 3.1 block -5, Menin-MLL TR inh 0%, TRPV1 agonist -2 and FBPA coupling cs -13.
COc1ccc(N2CCN(C(=O)CCN3C(=O)C4C5C=CC(C5)C4C3=O)CC2)cc1 (stereo not given) was read as MLL CXXC-DNA inh 23%, PKM2 activator -3%, USP2a inh -6%, B2AR arrestin 0.1%, hERG WT inh 17, Giardia killer 3, GALK inhibitor 0%, KCNH2 3.1 block 10, Menin-MLL TR inh -6%, TRPV1 agonist 1 and FBPA coupling cs 6.
CCC(=O)Nc1c(-c2ccc(C)cc2)c(=O)c2ccccc2n1C was read as MLL CXXC-DNA inh 8%, USP2a inh -1%, B2AR arrestin 0.0%, hERG WT inh 0, Giardia killer 16, GALK inhibitor -2%, KCNH2 3.1 block 16, Menin-MLL TR inh 14%, TRPV1 agonist -3 and FBPA coupling cs -2.
COc1ccc(C)cc1-n1nnnc1SCC(=O)NC(=O)NCc1ccco1 was read as MLL CXXC-DNA inh 0%, PKM2 activator inconclusive, USP2a inh -3%, B2AR arrestin 0.7%, hERG WT inh 16, Giardia killer 4, GALK inhibitor 0%, KCNH2 3.1 block 14, Menin-MLL TR inh inconclusive, TRPV1 agonist 0 and FBPA coupling cs 2.
Screening CCCOP(=O)(OCCC)C(NC(=O)C(C)(C)C)c1ccccc1 (stereo not given) returned MLL CXXC-DNA inh 6%, PKM2 activator 5%, USP2a inh -1%, B2AR arrestin -0.1%, hERG WT inh 3, Giardia killer -27, GALK inhibitor 0%, KCNH2 3.1 block 25, Menin-MLL TR inh -12%, TRPV1 agonist 5 and FBPA coupling cs 3.
For CCCCN(C(=O)c1ccc(COc2ccccc2)o1)c1c(N)n(CC(C)C)c(=O)[nH]c1=O the results were USP2a inh -1%, B2AR arrestin -0.1%, hERG WT inh -13, Giardia killer -5, KCNH2 3.1 block -14 and TRPV1 agonist 0.
`O=C(N/N=C/c1coc2ccc(Cl)cc2c1=O)c1cc(O)cc(O)c1` gave MLL CXXC-DNA inh inconclusive, PKM2 activator 6%, USP2a inh 3%, B2AR arrestin -0.3%, hERG WT inh 3, Giardia killer 20, GALK inhibitor -10%, KCNH2 3.1 block 18, Menin-MLL TR inh -15%, TRPV1 agonist 3 and FBPA coupling cs 4.
For CCCCCC(O)CCCC(=O)O (stereo not given) the results were MLL CXXC-DNA inh 7%, hERG WT inh -7, Giardia killer 3, KCNH2 3.1 block 23 and Menin-MLL TR inh 7%.
Screening COCCNC(=O)C(OC(=O)c1nsc(Cl)c1Cl)C(C)C (stereo not given) returned MLL CXXC-DNA inh 16%, PKM2 activator -1%, USP2a inh 3%, B2AR arrestin -1.1%, hERG WT inh 2, Giardia killer 0, GALK inhibitor -1%, KCNH2 3.1 block -7, TRPV1 agonist 3 and FBPA coupling cs 0.
O=S(=O)(c1ccccc1)c1nc(-c2ccccc2Cl)oc1NCCCN1CCOCC1 was read as USP2a inh -2%, B2AR arrestin -0.1%, hERG WT inh 40, Giardia killer 3 and KCNH2 3.1 block -44.
Screening N#C/C(=C/c1ccc(-c2ccccc2[N+](=O)[O-])o1)C(=O)NCCN1CCCCC1 returned MLL CXXC-DNA inh -3%, PKM2 activator -2%, USP2a inh -6%, B2AR arrestin 0.4%, hERG WT inh 34, Giardia killer -1, GALK inhibitor -2%, KCNH2 3.1 block -9, TRPV1 agonist 2 and FBPA coupling cs -1.
Cc1ccc(CNc2nc3c([nH]2)c(=O)n(C)c(=O)n3C)cc1 was read as MLL CXXC-DNA inh 5%, PKM2 activator 1%, USP2a inh 5%, B2AR arrestin -0.1%, hERG WT inh -15, Giardia killer 19, GALK inhibitor 5%, KCNH2 3.1 block 3, Menin-MLL TR inh 1%, TRPV1 agonist 5 and FBPA coupling cs 2.
CCC(C)CCN1C(N(C)C)=NC[C@@H]1Cc1ccccc1 (stereo not given in full) was read as USP2a inh 1%, B2AR arrestin 0.3%, hERG WT inh 23, Giardia killer -3, KCNH2 3.1 block 9 and TRPV1 agonist 2.
`COc1ccccc1N(CN1CCCC1=O)C(=O)COc1ccccc1` gave MLL CXXC-DNA inh 1%, PKM2 activator 1%, USP2a inh -1%, B2AR arrestin -0.1%, hERG WT inh -5, Giardia killer -2, GALK inhibitor -1%, KCNH2 3.1 block -7, Menin-MLL TR inh 14%, TRPV1 agonist 1 and FBPA coupling cs -2.
For O=C(Nc1ccc(S(=O)(=O)N2CCOCC2)cc1)C1CC(=O)N(c2ccc(F)cc2)C1 (stereo not given) the results were MLL CXXC-DNA inh -8%, USP2a inh 1%, B2AR arrestin -1.1%, hERG WT inh 0, Giardia killer 13, GALK inhibitor 1%, KCNH2 3.1 block inconclusive, Menin-MLL TR inh -7%, TRPV1 agonist -2 and FBPA coupling cs 3.
For O=C(CSc1nc(-c2ccccc2)nc2c1CCCC2)N1CCOCC1 the results were MLL CXXC-DNA inh -4%, PKM2 activator -19%, USP2a inh 0%, B2AR arrestin -0.6%, hERG WT inh 1, Giardia killer -9, GALK inhibitor -2%, KCNH2 3.1 block 0, Menin-MLL TR inh -4%, TRPV1 agonist -5 and FBPA coupling cs -1.
Screening CC(=O)n1cc([C@@H]2C=C(C(=O)N3CCN(Cc4ccc5c(c4)OCO5)CC3)O[C@H](OCCCCO)C2)c2ccccc21 returned MLL CXXC-DNA inh -8%, PKM2 activator 3%, USP2a inh 1%, B2AR arrestin -0.1%, hERG WT inh -8, Giardia killer -26, GALK inhibitor 0%, KCNH2 3.1 block -13, Menin-MLL TR inh -25%, TRPV1 agonist -3 and FBPA coupling cs -1.
`CC(=O)c1ccc(OCCCC(=O)Nc2ccc(C)c(S(=O)(=O)N3CCOCC3)c2)cc1` gave USP2a inh 1%, B2AR arrestin -0.5%, hERG WT inh 0, Giardia killer 9, KCNH2 3.1 block 12 and TRPV1 agonist 6.
Screening Cc1ccc(C(=O)N/N=C\c2cccs2)cn1 returned MLL CXXC-DNA inh 5%, PKM2 activator -5%, USP2a inh -6%, B2AR arrestin 0.0%, hERG WT inh -5, Giardia killer 42[activator], GALK inhibitor 0%, KCNH2 3.1 block 8, Menin-MLL TR inh -5%, TRPV1 agonist 4 and FBPA coupling cs 4.
O=C(Nc1ccc2nc3n(c(=O)c2c1)CCCCC3)c1ccccc1Cl was read as MLL CXXC-DNA inh 2%, PKM2 activator -1%, USP2a inh 0%, B2AR arrestin -1.0%, hERG WT inh -3, Giardia killer -8, GALK inhibitor 2%, KCNH2 3.1 block -3, Menin-MLL TR inh -5%[11.7 µM] and FBPA coupling cs 1.
CC(=O)Nc1ccc(C(=O)OCC(=O)N2CCCC2=O)cc1 was read as USP2a inh 5%, B2AR arrestin -0.2%, hERG WT inh 16, Giardia killer -3 and KCNH2 3.1 block 10.
CCOCCCNC(=O)CN1C(=O)COc2ccc(S(=O)(=O)N3CCOCC3)cc21 was read as MLL CXXC-DNA inh 9%, PKM2 activator 4%[0.46 µM], USP2a inh -3%, B2AR arrestin 0.4%, hERG WT inh 3, Giardia killer -2, GALK inhibitor 2%, KCNH2 3.1 block 4, Menin-MLL TR inh 1%, TRPV1 agonist -1 and FBPA coupling cs -1.
Screening COc1ccc(C(C)=O)cc1COC(=O)c1cc(C)oc1C returned MLL CXXC-DNA inh 1%, PKM2 activator 17%, USP2a inh 1%, B2AR arrestin 0.4%, hERG WT inh -4, Giardia killer 31[activator], GALK inhibitor 5%, KCNH2 3.1 block 4, Menin-MLL TR inh 0%, TRPV1 agonist 25 and FBPA coupling cs 3.

Screening data from PubChem.

This is a subset; the hit share may differ from the screen's.
